High-throughput results deposited in PubChem by National Center for Advancing Translational Sciences (NCATS).
D1 antag: Antagonist of Human D 1 Dopamine Receptor: qHTS; D(1A) dopamine receptor (Homo sapiens), P21728; HEK293 TREx D1 cells, calcium flux, dopamine EC80; stronger effect = lower value; activity change, negative = inhibition, % at 10 µM; actives 3.2% (n = 360,000); AID 504652, 2011; in the data active = activity change below about -30%; also: % is scaled to controls: 0 for no effect and ±100 for the full control effect
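Tetracycline-induced HEK293 T-REx cells with force-coupled D1 receptor were loaded with a no-wash calcium dye. Compound was added after a 10 s baseline and read kinetically for 180 s; EC80 dopamine was then added and calcium flux followed another 180 s.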
GRP78 ERSR act: qHTS for Inducers of the Endoplasmic Reticulum Stress Response (ERSR) in Human Glioma: qHTS | U87-MG GRP78 promoter luciferase reporter, 16 h | Potency, µM, inactives show at the top dose activation, actives largely listed as activators | actives 0.02% (n = 420,000) | AID 602332, 2012; also: potency is read from the fitted curve at half-maximal effect; series mostly up to about 76 µM; % of control where 0% means no effect; nearly all actives have a fitted effect of over 35% in size
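Stably transfected U87-MG human glioma cells carrying a GRP78-based luminescent sensor were seeded at 1000 cells/well, pin-dosed with compounds and incubated 16 h. Luciferase reagent was then added, and end-point luminescence was read after 10 min at room temperature.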
Vif-APOBEC3F blk: qHTS for Inhibitors of Vif-A3F Interactions: qHTS | HeLa A3F-eYFP + Vif (tagged APOBEC3F with the HIV-1 protein that degrades it), YFP fluorescence increase | Potency, µM (highest dose often 46.1 µM), for inactives: at the highest dose activity, negative = active | actives 0.2% (n = 390,000) | AID 602313, 2012; also: potency is read from the fitted curve at half-maximal effect; % of control where 0% means no effect; nearly all actives have a fitted effect of over 65% in size
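HeLa cells stably expressing Vif plus C-terminally eYFP-tagged A3F were seeded, incubated overnight at 37 deg C, dosed with compound, incubated overnight again at 37 deg C. Yellow fluorescence (Ex 488/Em 500-530) reported blocked Vif-mediated A3F-eYFP degradation.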
RXFP1 ag: qHTS Assay for Agonists of the Relaxin Receptor RXFP1 | Relaxin receptor 1 (Homo sapiens), Q9HBX9 | HEK293T-RXFP1 cAMP TR-FRET, 30 min; response scale: percent of porcine relaxin response, buffer zero | Potency, µM (top dose mostly 57.5 µM), inactives show at the highest dose activation, actives largely listed as activators | actives 0.3% (n = 370,000) | AID 2676, 2010; also: potency is read from the fitted curve at half-maximal effect; % is scaled to controls: 0 for no effect and ±100 for the full control effect; nearly all actives have a fitted effect of over 60% in size; many of its hits are not listed in these tables
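HEK293 cells stably expressing RXFP1, treated 30 min at 37C with compounds plus PDE4 inhibitor Ro 20174; cAMP measured by HTRF TR-FRET. Normalized to buffer and 29 nM porcine relaxin; EC50 by Hill fit.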
Vif-APOBEC3G blk: qHTS for Inhibitors of Vif-A3G Interactions: qHTS. Potency, µM (top dose mostly 46.1 µM), inactives show top-dose activity, negative = active, usual class: inhibitors. actives 0.076% (n = 410,000). HeLa A3G-eYFP + Vif (tagged APOBEC3G with the HIV-1 protein that degrades it), YFP fluorescence, overnight. AID 602310, 2012;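 also: potency is read from the fitted curve at half-maximal effect; % is scaled to controls: 0 for no effect and ±100 for the full control effect; nearly all actives have a fitted effect of over 60% in size; hits raise eYFP signal because A3G escapes Vif-driven loss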
Target sequence (Q9HC16 whole entry, looked up): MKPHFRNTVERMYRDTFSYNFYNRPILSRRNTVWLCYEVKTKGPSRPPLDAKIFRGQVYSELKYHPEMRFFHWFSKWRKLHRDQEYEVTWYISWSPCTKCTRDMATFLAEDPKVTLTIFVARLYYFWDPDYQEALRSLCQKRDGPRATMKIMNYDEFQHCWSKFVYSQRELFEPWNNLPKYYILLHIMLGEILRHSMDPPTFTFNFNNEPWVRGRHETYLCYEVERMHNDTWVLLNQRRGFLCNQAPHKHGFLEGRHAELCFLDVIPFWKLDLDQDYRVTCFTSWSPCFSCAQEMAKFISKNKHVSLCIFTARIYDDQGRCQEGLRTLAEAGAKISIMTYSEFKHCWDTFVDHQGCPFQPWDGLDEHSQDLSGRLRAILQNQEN
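Read-out is eYFP fluorescence (Ex 488/Em 500-530) from Vif-expressing HeLa A3G-eYFP cells; more signal means A3G escaped Vif-mediated degradation. Cells plated overnight, compound pinned in, incubated overnight at 37 deg C.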
LDHA inh: qHTS assay for inhibitors of human lactate dehydrogenase. purified LDHA, NADH/diaphorase-resazurin fluorescence; stronger effect = lower value. activity change, % (values are at about 110 or 230 µM). actives 0.15% (n = 480,000). AID 1347041, 2019; in the data active = activity change below about -30%; inconclusive = mostly about -25% to -30%;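 also: plate controls were DMSO wells for no effect and wells without enzyme for full effect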
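LDH5 2 nM; NADH 0.06 mM, pyruvate 0.2 mM; 200 mM Tris pH 7.4, EDTA, Tween-20; 5 min RT. Detection: diaphorase 0.133 mg/mL + resazurin 37 µM, fluorescence ex540/em590 at 0 and 20 min; normalized to enzyme-free and DMSO wells.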
D1 potentiator: Potentiators of Human D1 Dopamine Receptor: qHTS; D(1A) dopamine receptor (Homo sapiens), P21728; HEK293 TREx D1 cells, calcium flux, dopamine EC20 potentiation; potentiation, % at 10 µM; actives 0.036% (n = 360,000); AID 504651, 2011; in the data active = potentiation above about 30%; also: 0% is about no effect
D1 agonist: Allosteric Agonists of the Human D1 Dopamine Receptor: qHTS; activation, % at 2 µM; HEK293 T-REx D1 cells, calcium flux, agonist mode; D(1A) dopamine receptor (Homo sapiens), P21728; AID 504660, 2011; actives 1% (n = 360,000); in the data active = activation above about 30%; also: 0% is about no effect
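Inducible HEK293 T-REx D1 cells, force-coupled to calcium signalling, were plated at 4000 cells/well with tetracycline and held overnight at 30 C. After no-wash calcium dye loading, compound-evoked calcium rise over 180 s flagged agonists.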
D2 potentiator: HTS Assay for Positive Allosteric Modulators of the Human D2 Dopamine Receptor: Primary Screen for Potentiators; HEK293 T-REx D2, calcium flux, EC20 dopamine potentiation; actives 0.34% (n = 340,000); potentiation, % at 10 µM; D(2) dopamine receptor (Homo sapiens), P14416;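 active = potentiation over 3 SD above the plate norm, cut at about 30% in these data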; also: 0% is about no effect
Target sequence (P14416 whole entry, looked up): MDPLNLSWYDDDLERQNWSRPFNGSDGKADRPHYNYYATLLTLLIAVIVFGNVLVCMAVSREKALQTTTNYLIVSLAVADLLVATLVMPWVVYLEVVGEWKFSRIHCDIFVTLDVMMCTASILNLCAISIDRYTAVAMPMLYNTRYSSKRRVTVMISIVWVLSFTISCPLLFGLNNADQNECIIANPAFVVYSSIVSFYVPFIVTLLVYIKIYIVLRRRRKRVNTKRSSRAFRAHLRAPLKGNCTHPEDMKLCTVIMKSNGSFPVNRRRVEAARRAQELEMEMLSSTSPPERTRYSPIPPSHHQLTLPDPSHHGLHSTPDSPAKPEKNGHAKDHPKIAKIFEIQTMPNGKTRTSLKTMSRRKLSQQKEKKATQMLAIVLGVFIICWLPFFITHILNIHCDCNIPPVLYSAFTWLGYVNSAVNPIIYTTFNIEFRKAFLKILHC
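Cells plated with tetracycline inducer and held overnight at 30 C; calcium dye loaded 30–90 min at room temperature; baseline taken, compound added and read 180 s; EC20 dopamine then added and read 180 s.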
Numbers without * were called inactive; u = inconclusive; x = not tested or not shown; & = joins results of further samples; ! = a repeat was not active. Unless noted, calls follow the shape of the dose curve; as a rule, active = well fitted curve in the direction sought with a large enough effect; inconclusive = small, poorly fitted or top-dose-only effect, or another doubt; inactive = no such curve, though single readings can be large; an effect the other way counts as inactive or inconclusive. A portion of the library (hit frequency here may not be typical).

SMILES | D1 antag | GRP78 ERSR act | Vif-APOBEC3F blk | RXFP1 ag | Vif-APOBEC3G blk | LDHA inh | D1 potentiator | D1 agonist | D2 potentiator
COCCNC(=O)CN1C(=O)c2cccnc2Oc2ccc(Cl)cc21 | 6 | -1% | 0% | 1.8% | -1% | -7 | 5 | -1 | 4
Cc1c(C(=O)Nc2ccc(C(F)(F)F)cc2)sc2ncn(CC(=O)N3CCN(c4ccccn4)CC3)c(=O)c12 | 12 | -2% | -3% | 8.5% | 3% | -5 | -4 | 16 | 4
Cc1n[nH]c(=O)c2c(NC(=O)COC(=O)/C=C/c3cccc(C(F)(F)F)c3)oc(C)c12 | 20 | 9% | -8% | 0.2% | 2% | 7 | 4 | 0 | 9
O=C1N/C(=C/c2ccc(Br)cc2)C(O)=C1C=NCc1ccccc1 | -14 | -3% | -13% | 0.4% | -18% | -5 | -4 | 4 | -10
CCCC(=O)Nc1c2c(nn1-c1ccccc1)CSC2 | 5 | -4% | -6% | 2.6% | 0% | -2 | -2 | 3 | -3
O=C(OCC(=O)N1CCCCCC1)c1ccc(Cl)c(S(=O)(=O)N2CCCC2)c1 | -7 | -6% | -12% | -1.1% | -1% | -4 | 0 | 15 | 2
CC(C)(C)NS(=O)(=O)c1ccc2[nH]c3c(c2c1)CCCCC3 | 4 | 0% | -7% | 0.2% | 2% | -1 | -4 | 3 | -1
COCCNc1nc(-n2nc(C)cc2C)nc2sc3c(c12)CCCC3 | 2 | 4% | u | 1.6% | 4% | 6 | -5 | 1 | -5
CC1=NN(C(=O)c2ccccc2F)C(O)(c2ccc(Cl)cc2)C1 (centres undefined) | -4 | -1% | 4% | 1.8% | -6% | -3 | -2 | 1 | 5
CCOc1ccc(CCNC(=O)COC(=O)c2cccc(S(=O)(=O)N3CCCCC3)c2)cc1OCC | 10 | 0% | u | 1.8% | -1% | -3 | 3 | 0 | 13
Cn1c(=O)cc(SCC(=O)NCCN2CCN(c3ccccc3F)CC2)c2cc(Cl)ccc21 | x | -4% | 8% | 7.1% | 0% | -2 | x | x | x
CC(=O)Nc1ccc(NC(=O)CSc2nccn2Cc2ccco2)cc1 | 2 | 2% | -7% | 0.0% | -2% | -4 | -6 | 1 | -3
CN(CC(=O)Nc1ccccc1Cl)C(=O)c1ccccc1Sc1ccccc1C#N | 1 | -3% | 7% | 0.4% | -7% | 2 | -2 | 5 | -7
O=C(NCc1ccccc1Br)c1ccc(-n2cnc3cccnc32)cc1 | -5 | -2% | 0% | -1.5% | -4% | -9 | 0 | -2 | 7
CCCc1cc(=O)oc2cc(C)c3c(C)coc3c12 | -4 | -2% | -5% | 1.6% | -2% | 0 | 1 | 11 | -3
C/C(=N\N1CCN(Cc2ccc(Cl)cc2)CC1)c1ccc([N+](=O)[O-])cc1 | 6 | 0% | -1% | -0.1% | 4% | -1 | -3 | 6 | x
CCCCn1c(=O)cc(C)n(-c2ccccc2)c1=O | x | -4% | 11% | x | 2% | 3 | x | x | x
S=C(c1ccc(-c2ccc(Br)cc2)o1)N1CCCCC1 | -9 | 2% | 4% | 6.3% | -1% | -5 | -2 | 2 | 5
COc1cccc(CN2CCNC(=O)C2CC(=O)NCCOc2cccnc2)c1 (centres undefined) | 1 | 3% | 8% | -2.7% | 3% | -1 | -1 | 3 | -10
COc1cccc(-c2nc3c(c(SCC(=O)Nc4cccc(C)c4C)n2)Cc2c(CO)cnc(C)c2O3)c1 | -5 | -2% | 7% | 0.4% | 9% | -5 | -4 | -1 | -5
O=C(OCCOCCN=C1NS(=O)(=O)c2ccccc21)C1CC(=O)N(c2ccccc2)C1 (centres undefined) | 1 | -3% | -5% | 2.0% | -1% | -3 | -4 | 2 | 12
C#Cc1ccc(CN2CCN(CCCc3ccccc3)C(CCO)C2)cc1 (centres undefined) | 8 | 0% | 11% | 4.1% | 4% | -2 | -3 | 6 | -19
O=C(O)C1C2CCC(C2)C1C(=O)NCc1ccco1 (centres undefined) | -6 | -6% | x | 1.4% | 0% | -3 | 0 | 4 | 16
CCN(CC)S(=O)(=O)c1cccc(NC(=O)COC(=O)CNC(=O)c2cccc(F)c2)c1 | 0 | 0% | 1% | -0.4% | -8% | 0 | -2 | 5 | 19
S=C(c1cccs1)N1CCN(c2ccccc2)CC1 | x | -2% | 5% | x | 0% | -17 | x | x | x

Further records:
SMILES | D1 antag | GRP78 ERSR act | Vif-APOBEC3F blk | RXFP1 ag | Vif-APOBEC3G blk | LDHA inh | D1 potentiator | D1 agonist | D2 potentiator
CC(C)CC(=O)NC(=S)Nc1ccc(S(=O)(=O)Nc2nccs2)cc1 | 2 | -2% | -15% | -1.9% | 2% | -6 | 7 | 4 | x
O=C(OCCN1CCN(c2ncc(C(F)(F)F)cc2Cl)CC1)c1ccc(F)cc1 | 0 | -2% | -2% | 1.6% | 2% | -1 | 1 | 1 | -24
O=C(O)c1cccc2c(/C=N/Nc3ccccn3)c[nH]c12 | -18 | -4% | 2% | 0.2% | 4% | -7 | 0 | 2 | -7
CCOc1ccc(S(=O)(=O)N(CC)CC(=O)NC2CC2)cc1 | -10 | 1% | 1% | 0.1% | 2% | -12 | -5 | 1 | -3
Cc1ccc(N(Cc2ccccc2)C(=O)c2ccc(C)c(S(=O)(=O)N3CCOCC3)c2)cc1 | 1 | -4% | 0% | 3.6% | 2% | -9 | -2 | 3 | 8
CC(C)[C@H](NC(=O)c1ccccc1)C(=O)OCC(=O)N1CCc2ccccc2C1 | -13 | -1% | 0% | 3.8% | -2% | -6 | -3 | 8 | -8
O=C(COc1ccccc1)OCC(=O)N1CCCc2ccccc21 | -3 | -5% | -3% | 0.9% | -1% | 3 | -14 | 1 | -4
O=C(COc1ccccc1F)NNC(=O)c1ccc(N2CCCCC2)c([N+](=O)[O-])c1 | -3 | -1% | -15% | -1.8% | 0% | 0 | -4 | 5 | 6
CSCCC(NC(=O)/C(=C\c1ccc(Cl)cc1)NC(=O)c1ccccc1)C(=O)O (centres undefined) | 19 | -4% | 0% | 2.8% | -3% | -1 | -6 | 4 | 5
O=C(CCn1cnc2ccccc21)N=Nc1c(O)[nH]c2ccccc12 | -77* | 1% | -12% | 4.0% | -7% | -2 | -9 | 2 | 3
NS(=O)(=O)c1cccc(NC(=O)c2cccc(-c3ccc(O)cc3)c2)c1 | 7 | -2% | 4% | 0.1% | -20% | -7 | -2 | 4 | 10
c1ccc2c(c1)N1CCN=C1N2CCN1CCCCC1 | 8 | -6% | -6% | 1.3% | 0% | 1 | 6 | 1 | -13
O=C(c1ccc(=O)[nH]c1)N(Cc1ccco1)C1(C(=O)NC2CCCC2)CCCCC1 | 3 | -5% | 2% | -0.1% | 0% | -4 | 3 | 4 | 4
Cc1ccc(N(CC(=O)NCCc2ccc(Cl)cc2)S(=O)(=O)c2c(C)noc2C)cc1 | -34*! | -7%&-4% | -12%&-7% | -0.5%&3.4% | -2%&1% | -4&3 | 4&-2 | 8&17 | 3&-11
CCCCNC(=S)Nc1ccc(C(F)(F)F)cc1 | -33* | -4% | -6% | -0.4% | 1% | -3 | -6 | 22 | -5
COCCN(Cc1nc2ccccc2c(=O)[nH]1)C(=O)c1cccc(S(=O)(=O)N2CCCC2)c1 | -55* | 0% | 2% | 2.7% | -1% | -3 | 0 | 2 | 13
Cc1ccc(NC(=S)N(CCCN2CCCC2)Cc2cccn2Cc2ccc(Cl)cc2)cc1C | -19 | -5% | 8% | 0.4% | 0% | -4 | -15 | 8 | -2
Cc1ccc(C(=O)C(C)Oc2ccc3ccc(=O)oc3c2)cc1 (centres undefined) | -11 | 5% | -3% | 3.0% | -1% | -1&-10 | -8 | 2 | -1
O=C(CCc1nnc(Cc2ccc3c(c2)OCO3)o1)NCc1nc2ccccc2s1 | -2 | -4% | 5% | -1.4% | -9% | 1 | -1 | 0 | 9
O=C(c1ccccc1)C(CCc1ccccn1)CCc1ccccn1 | x | 2% | 1% | x | -7% | -7 | x | x | x
COc1ccc(/C=C(\NC(=O)c2ccc([N+](=O)[O-])cc2)C(=O)NCCCN2CCOCC2)cc1 | 0 | -4% | -11% | 0.2% | -3% | -1 | -7 | 2 | x
Cc1ccc(S(=O)(=O)N2CCN(C(=O)c3cccs3)CC2)cc1 | -8 | -4% | -9% | -0.1% | -4% | -5 | 0 | 1 | -1
COc1cccc(CNCc2cc(OC)cc(OC)c2)c1 | -12 | -4% | -1% | 0.2% | -2% | -16 | -8 | 10 | 14
Cc1cc(F)ccc1S(=O)(=O)Nc1ccc2c(c1)CCCN2C(=O)c1cccs1 | -1 | -5% | 7% | 2.3% | -3% | -2 | 0 | 6 | 0
CS(=O)(=O)N1CCC(Oc2ccccc2C(=O)N2CCNC(=O)C2)CC1 | 13 | -2% | 11% | -2.1% | -1% | -4 | -9 | 3 | 13
COc1ccc(S(=O)(=O)NCC(=O)NC2CC2)cc1OC | 1 | 0% | -6% | -0.3% | -4% | 1 | 3 | 1 | -1
COC(=O)c1ccc(N2CCN(C)CC2)c(NC(=O)COc2ccc(OC)cc2)c1 | 6 | -4% | x | -0.4% | 1% | 0 | -4 | 4 | -5
